From PubChem BioAssay
SMN2 splice enh: increases expression of the SMN2 splice variant; 210,000 compounds, 2.8% hits; Potency, µM (doses to about 46.1 µM), for inactives: top-dose activity change, positive = activation, usual class: activators; HEK293 SMN2-luciferase splicing reporter, luminescence, 30-36 h; note: % of control where 0% means no effect; nearly all actives have a fitted effect of over 55% in size
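HEK293 cells carry an SMN2 […]–luciferase reporter in which exon 7 inclusion puts luciferase in frame. Cells were plated 10-12 h before compound addition, then incubated 30-36 h at 37C. ONE-Glo luminescence was read; sodium butyrate at 4.5 mM final served as control.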
GAA inhib: inhibitors of human lysosomal alpha-glucosidase; P10253; purified human GAA, 4-MU-alpha-glucoside fluorescence; Potency, µM (highest dose often 76.9 µM), inactives show at the top dose activity change, negative = inhibition, usual class: inhibitors; 200,000 compounds, 0.005% hits; AID 1466;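 note: plate controls were uninhibited enzyme wells for no effect and no-enzyme background for full effect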
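Fluorogenic assay: 4 nM human alpha-glucosidase with 400 uM 4-methylumbelliferyl-alpha-D-pyranoside in 50 mM citrate/phosphate, 0.005% Tween-20, pH 5.0, 20 min at room temperature. Compounds tested up to 77 uM; AC50 from Hill fits.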
GAA glycogen: GAA glycogen-cleavage inhibition or activation. P10253. recombinant GAA, glycogen substrate, Amplex Red glucose oxidase fluorescence. Potency, µM (highest dose often 76.4 µM), inactives show at the top dose activity change, negative = inhibition, hits mostly inhibitors. 300,000 compounds, 0.38% hits. AID 2100;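 note: 0% = full enzyme reaction and -100% = no-enzyme basal signal; the screen sought inhibitors and activators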
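Recombinant human enzyme (4 nM); glycogen substrate; 37 C, 40 min, pH 5.0. Readout: coupled glucose oxidase/Amplex Red fluorescence.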
aGlu spleen mod: lysosomal alpha-glucosidase (human) modulation; human spleen homogenate, 4-MU-alpha-glucoside fluorescence; AID 2112; Potency, µM (series often up to 79.9 µM), inactives show top-dose activity change, negative = inhibition, actives largely listed as inhibitors; P10253; 240,000 compounds, 0.006% hits;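 note: 0% = enzyme with vehicle and -100% = no enzyme basal signal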
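AC50 values come from Hill-equation fits of concentration-response data, normalized to no-enzyme and full-activity controls. Enzyme source: 1 ug human spleen homogenate; 1 mM fluorogenic 4-MU glucoside, pH 5.0 citrate buffer, 37 C, 40 min.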
RGS12 GoLoco inh: blocks human Gai1 binding to RGS12 GoLoco peptide, red readout; P63096; Gai1:RGS12 GoLoco peptide FP, rhodamine, 10 min; Potency, µM (top dose mostly 61.6 µM), for inactives: at the highest dose activity, negative = inhibition, actives largely listed as inhibitors; 230,000 compounds, 0.44% hits; AID 880; active = well fitted inhibition curve with a large enough effect, not every such curve was filed as active; inactive = no such curve, though single readings can be large or run the other way; note: % is set by controls: 0 for no effect and ±100 for the full control effect; nearly all actives have a fitted effect of over 30% in size; many of its hits are not listed in these tables
KDM4E inh: blocks human JMJD2E demethylase activity. AID 2147. Potency, µM (doses to about 57.1 µM), inactives show at the top dose activity change, negative = inhibition, actives largely listed as inhibitors. 230,000 compounds, 1.6% hits. JMJD2E catalytic domain, FDH-coupled NADH fluorescence (FDH is formaldehyde dehydrogenase); active = well fitted inhibition curve with a large enough effect, not every such curve was filed as active; inconclusive = small, poorly fitted or top-dose-only effect, or another doubt; inactive = no such curve, though single readings can be large or run the other way;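 note: 0% = wells with enzyme and -100% = buffer wells without enzyme; nearly all actives have a fitted effect of over 50% in size; many of its hits are not listed in these tables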
GLA spleen mod: inhibits or activates alpha-galactosidase in human spleen homogenate. P06280. human spleen homogenate, 4MU-alpha-Gal fluorescence, 40 min. Potency, µM (doses to about 80 µM), inactives show at the highest dose activity change, negative = inhibition, usual class: inhibitors. 240,000 compounds, 0.008% hits. AID 2107;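 note: 0% = enzyme with vehicle and -100% = no enzyme basal signal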
Target sequence (P06280 32-429 limits assumed): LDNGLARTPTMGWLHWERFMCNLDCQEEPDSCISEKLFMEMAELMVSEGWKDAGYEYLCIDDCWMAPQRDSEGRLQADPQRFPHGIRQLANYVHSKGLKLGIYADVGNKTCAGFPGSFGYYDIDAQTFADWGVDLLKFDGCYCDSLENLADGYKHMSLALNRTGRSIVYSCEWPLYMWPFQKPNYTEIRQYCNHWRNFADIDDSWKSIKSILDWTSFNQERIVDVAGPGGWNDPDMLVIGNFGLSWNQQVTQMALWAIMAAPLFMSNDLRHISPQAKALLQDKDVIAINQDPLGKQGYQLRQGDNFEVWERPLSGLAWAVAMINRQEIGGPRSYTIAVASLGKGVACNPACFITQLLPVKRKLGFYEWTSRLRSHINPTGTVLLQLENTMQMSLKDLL
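Inhibition or activation of alpha-galactosidase in human spleen homogenate is scored by 4-MU fluorescence after 40 min at 37C, pH 5.0, with 1 mM substrate. AC50s come from concentration-response fitted to the Hill equation.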
ALDH1A1 block: inhibitors of human aldehyde dehydrogenase 1A1 | P00352 | Purified ALDH1A1, NADH fluorescence, propionaldehyde substrate | 220,000 compounds, 7.3% hits | Potency, µM (doses to about 75.3 µM), for the others: at the top dose activity, negative = inhibition, most hits filed as inhibitors; active = well fitted inhibition curve with a large enough effect, not every such curve was filed as active; inconclusive = small, poorly fitted or top-dose-only effect, or another doubt; inactive = no such curve, though single readings can be large or run the other way;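 note: plate controls were no enzyme wells and a reference inhibitor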
Target sequence (P00352 whole entry, looked up): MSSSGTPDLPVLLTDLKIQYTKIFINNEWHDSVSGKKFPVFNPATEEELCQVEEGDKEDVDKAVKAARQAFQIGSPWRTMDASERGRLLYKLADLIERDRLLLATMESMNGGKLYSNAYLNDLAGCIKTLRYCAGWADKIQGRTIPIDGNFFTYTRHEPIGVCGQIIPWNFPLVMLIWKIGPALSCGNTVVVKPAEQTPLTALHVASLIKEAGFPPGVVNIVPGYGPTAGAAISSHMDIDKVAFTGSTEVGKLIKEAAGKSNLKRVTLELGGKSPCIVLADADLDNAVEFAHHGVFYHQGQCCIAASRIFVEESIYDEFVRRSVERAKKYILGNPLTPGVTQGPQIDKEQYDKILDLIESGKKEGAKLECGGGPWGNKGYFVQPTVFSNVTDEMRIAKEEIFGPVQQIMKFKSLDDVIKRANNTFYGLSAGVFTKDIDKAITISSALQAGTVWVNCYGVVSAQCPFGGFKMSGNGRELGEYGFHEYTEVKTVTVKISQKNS
Starred values were filed as active, the others as inactive; ? = inconclusive; nt = not tested or not shown; & = joins results of further samples; [ ] = dose if it differs, or a comment. Unless noted, calls come from the whole dose curve; as a rule, active = well fitted curve in the direction sought with a large enough effect; inconclusive = small, poorly fitted or top-dose-only effect, or another doubt; inactive = no such curve, though single readings can be large; an effect the other way counts as inactive or inconclusive. Potency is the fitted concentration of half-maximal effect. Only part of the results is shown; rates above refer to the full screens.

SMILES,GAA inhib,ALDH1A1 block,KDM4E inh,aGlu spleen mod,GLA spleen mod,RGS12 GoLoco inh,GAA glycogen,SMN2 splice enh
CCOc1cc(C(=O)Nc2ccccc2F)cc(Br)c1OCC,?,?,-1%,1%,-2%,-14%,1%,-11%
CCc1nnc(NC(=O)CSc2nc3c(c(=O)n2CC)SC(C)C3)s1 (stereo not given),-5%,3%,-2%,0%,-1%,0%,-10%,-60%[inhibitor]
O=C(NCc1ccccn1)C1CCN(C(=O)c2cc3sccc3n2Cc2ccc(F)cc2)CC1,-3%,?,-2%,4%,-2%,1%,0%,-41%[inhibitor]
COc1ccc2[nH]c(C)c(CN3CCC(C)CC3)c(=O)c2c1,-1%[15.4 µM],?,?,-7%,-13%,6%,-3%,15%
CCCCC/C=C\C=C\C(O)CCCCCCCC(=O)O (stereo not given),nt,-7%,-8%,0%,-2%,3%,nt,0%
Cc1ccsc1CN1CC(=O)N(c2c(C)cccc2C)C1=S,-2%,6%,-14%,-3%,2%,10%,?,-23%
O=C(NC(=S)N(Cc1ccccc1)Cc1ccccc1)C1CCCCC1,?,?,?,-1%,-25%,nt,16%,nt
Cc1onc(-c2ccccc2Cl)c1C(=O)Nc1ccc(S(=O)(=O)N2CCCC2)cc1,?,3%,-9%,-16%,-4%,13%,3%,?
O=C(Nc1nc2cc3c(cc2s1)OCCO3)c1cccc(N2C(=O)CCC2=O)c1,nt,?,?,-5%,1%,8%,-8%,nt
COC1=C/C(=C/c2c(N)n3nc(-c4ccc(C)cc4)sc3nc2=O)C=CC1=O,-3%,1.1µM*,7%,3%,-6%,132%[activator],4%,?
CC(=O)CN1Cc2ccccc2/C1=N\C(=O)Nc1ccccc1,-26%,12%,-8%,-4%,2%,-9%,1%,16%
Cc1ccc2cccc(N=Cc3c(C)[nH]n(-c4ccccc4)c3=O)c2n1,-1%,4%,-11%,-5%,-2%,nt,-13%,nt
CCCCNS(=O)(=O)c1ccc2nc(SCC(=O)Nc3cccc(F)c3)[nH]c2c1,2%,-15%,8%,3%,0%,8%,12%,-7%
Cc1ccc(S(=O)(=O)c2cc3c(=O)n4ccccc4nc3n(Cc3ccco3)c2=N)cc1C,6%,?,?,0%,5%,8%,16%,-11%
CC(=O)c1cccc(NS(=O)(=O)c2ccc3c(c2)oc(=O)n3C)c1,-1%,22µM*,1%,8%,7%,15%,-8%,-78%[inhibitor]
CSc1nnc(CSCc2ccc(Cl)cc2Cl)n1-c1ccccc1,6%,-1%,-1%,-4%,5%,0%,-2%,6%
COCCn1c(=O)c(-c2ccc(F)c(F)c2)nc2cncnc21,nt,-8%,nt,-10%,-1%,10%,nt,-9%
CN(C)c1ccc(/C=C(/C(=O)c2ccc(Cl)cc2Cl)n2cncn2)cc1,-17%,1.1µM*,-2%,-4%,1%,43%[activator],-6%,-12%
CCc1cc2cccc(C)c2nc1SCC(=O)c1ccc(NC(C)=O)cc1,6%,?,-11%,-3%,3%,-5%,-6%,-25%
Cn1c(SCC2CCCO2)nnc1-c1ccncc1 (stereo not given),-2%,5%,-1%,-6%,-14%,15%,-2%,-4%
CCN1CCC(NC(=O)Nc2ccccc2C(=O)OC)CC1,8%,-8%,?,10%,12%,3%,-3%,-10%
Cc1cc(C)n(-c2ncc(C#N)cn2)n1,-2%,0%,13%,-2%,3%,-9%,1%,5%
C=C(C)[C@H]1CC[C@]2(CO)CC[C@]3(C)[C@@H](CC[C@H]4[C@@]5(C)CC[C@@H](O)C(C)(C)[C@@H]5CC[C@@]43C)[C@H]12,nt,11%[20.9 µM],-3%[25.5 µM],-6%[29.1 µM],-9%[29.1 µM],4%[21.6 µM],nt,-5%[20.6 µM]
Cc1ccc(S(=O)(=O)N2CCCC(CCC(=O)NCc3ccccc3F)C2)s1 (stereo not given),6%,-14%,-15%,-17%,1%,5%,11%,nt
CS(=O)(=O)c1ccc(C(=O)NCc2ccc(F)cc2)cc1,-1%,9%,-1%,-1%,8%,-2%,8%,-8%
O=C(c1ccccc1C(=O)N1CCN(c2ccccc2)CC1)N1CCN(c2ccccc2)CC1,6%,?,7%,-1%,7%,-2%,4%,-16%
COc1ccc(-c2nnc(SCC(=O)NC(C)c3ccccc3)o2)cc1OC (stereo not given),?,1%,4%,4%,6%,-7%,-9%,1%
O=c1cc(CN2CCN(c3ccccn3)CC2)nc2sccn12,7%,2%,?,-2%,-1%,23%,-8%,?
CC1(C)c2ccccc2N2CC(=O)NC21/C=C/c1ccco1 (stereo not given),-7%,1%,-21%,7%,16%,38%[activator],0%,nt
O=C(c1ccccc1)[C@@H]1O[C@H]1c1ccc(-c2ccccc2)cc1,nt,-29%,-18%,2%,6%,4%,nt,nt
O=C(N/N=C/c1ccccc1OC(F)F)C1=COCCO1,0%,4%,-28%,6%,4%,13%,-3%,23%
O=C(O)CNC(=S)N(Cc1cccs1)C1CCCCC1,-4%,-7%,-6%,6%,3%,11%,0%,11%
O=C1CC(N(O)C2CC(=O)N(Cc3ccccc3)C2=O)C(=O)N1Cc1ccccc1 (stereo not given),4%,7.1µM*,0%,-13%,-4%,-10%,?,-14%
S=C1NC2=C(CCCC2=C2SCCS2)C(c2ccccc2)N1 (stereo not given),-7%,0.35µM*,-8%,0%,3%,8%,-2%,5%
COc1cccc(C2c3c(-c4cc(Cl)c(C)cc4O)n[nH]c3C(=O)N2Cc2cccnc2)c1 (stereo not given),-7%,6%,-1%,3%,1%,20%,-16%,-11%
COc1cccc(/C=N/NC(=O)c2cnccn2)c1O,nt,nt,11µM*,-7%,-7%,5%,4%,nt
Cc1cc(NC(=O)CCl)n(-c2nc3ccccc3s2)n1,4%,4µM*,-23%,-14%,-4%,3%,-9%,-21%
Cc1nc(Nc2ccccc2)sc1C(=O)c1ccccc1,-14%,?,1%,-7%,-11%,-7%,-3%,nt
CC(=O)Nc1ccc(S(=O)(=O)N(C)CC(=O)N/N=C/c2cccc(O)c2)cc1,4%,?,-4%,-6%,0%,6%,7%,nt
CCC(CC)c1nnc(NC(=O)Cc2ccccc2[N+](=O)[O-])s1,2%,20µM*,-4%,5%,3%,1%,14%,0%
Cc1ccccc1N(CC(=O)Nc1ccc(S(=O)(=O)N2CCOCC2)cc1)S(C)(=O)=O,?,-5%,3%,-9%,0%,-1%,-7%,nt
Cc1nc(SCn2nnc3ccccc3c2=O)c2c(C)c(C)sc2n1,0%,-6%,0%,-8%,0%,-7%,12%,-13%
COc1c(O)ccc(C2NC(=O)NC(C)=C2C(=O)Nc2ccccc2C)c1[N+](=O)[O-] (stereo not given),-2%,-7%,-27%,-1%,-25%,-3%,-5%,nt
CC1(C)Cc2c(sc(NC(=O)Cc3ccccc3)c2C#N)CO1,nt,nt,-2%,-4%,7%,-4%,11%,nt
COc1ccc(CCNC(=O)COC(=O)c2ccc(Br)o2)cc1OC,1%,3%,18%,2%,5%,2%,5%,2%
C[C@H](NC(=O)[C@@H]1C[C@H]1[C@@H](NC(=O)OCc1ccccc1)c1ccccc1)c1ccccc1,nt,2%,-2%,-4%,-3%,-5%,nt,-13%
Cn1nc([N+](=O)[O-])nc1Sc1cccc2cccnc12,13%,8%,-5%,0%,5%,7%,-15%,nt
O=C(CSc1nnc(-c2ccccc2Br)o1)N1CCN(C(=O)c2ccco2)CC1,10%,8.9µM*,-5%,3%,-1%,-1%,2%,0%
Cc1nnsc1-c1c(C(=O)N2CCOCC2)c(C)nn1-c1ccc(Cl)cc1,nt,nt,-3%,1%,8%,5%,3%,nt
COc1ccc(C(=O)Nc2cc(C(F)(F)F)ccc2-n2cncn2)cc1,-10%,6%,-8%,-6%,-5%,-22%,-5%,26%
O=C1CCCN1CC(O)CS(=O)(=O)c1ccc(Cl)cc1 (stereo not given),?,2%,-4%,5%,-3%,5%,14%,5%
CCOc1ccccc1OCCn1ncc2ccc(OC)c(OC)c2c1=O,-4%,?,-3%,1%,-12%,2%,1%,-4%
Cc1cccc(NS(=O)(=O)c2ccc3nc(-c4ccccc4)[nH]c3c2)c1C,6%,10%,4%,4%,-18%,0%,-4%[76.3 µM],-14%&-8%
Cc1ccc(C)c(OCCSc2nnc(C)c(=O)[nH]2)c1,6%,10%,5%,4%,0%,-4%,3%,-2%
Cc1nnc(NC(=O)c2ccc(C)c(S(=O)(=O)N3CCOCC3)c2)s1,1%,9%,3%,5%,2%,-17%,3%,5%
CCOc1ccc2nc(COC(=O)c3ccco3)c(C(C)=O)[n+]([O-])c2c1,0%,?,?,1%,3%,6%,6%,-7%
Oc1cnn(-c2ccccc2)c1,4%,4%,7%,5%,-2%,8%,20µM*,21%
CCn1c(C)c(C(C)=O)cc(C#N)c1=O,2%,-1%,-26%,7%,0%,5%,-22%,-13%
COCCn1ccc(O)c(Cc2ccc(Cl)cc2)c1=O,6%,12%,-3%,2%,3%,1%,2%,0%
CC(=O)OC1C(OC(C)=O)N(C(C)=O)C(=O)N1C(C)=O (stereo not given),-1%,-1%,0%,7%,12%,10%,-6%,11%

Continued.
SMILES,GAA inhib,ALDH1A1 block,KDM4E inh,aGlu spleen mod,GLA spleen mod,RGS12 GoLoco inh,GAA glycogen,SMN2 splice enh
OC(COc1ccc2ccccc2c1)Cn1ccnc1 (stereo not given),4%,4%,3%,-5%,1%,10%,-2%,14%
O=C(Nc1ccc(Cl)cc1C(=O)Nc1ccncc1)c1ccco1,-4%,?,-8%,0%,6%,102%[activator],4%,32µM*
C/C(=N\Nc1cc(C)nc(-c2ccccc2O)n1)c1ccccc1O,2%[15.4 µM],-14%,?,3%,6%,3%,-28%,nt
Cc1nc(N2CCC(C)CC2)c2c(C)c(C(=O)Nc3cc(F)ccc3C)sc2n1,?,?,?,3%,1%,1%,4%,-21%
